TLR4 MyD88 comp – blocks binding of human TLR4 to MyD88; inhibition, % at 8.4 µM; HeLa CL3-4 TLR4/MyD88 BLA complementation, FRET ratio; O00206+Q99836; 200,000 compounds, 0.18% hits; in the data active = inhibition above about 25%;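 also: 0% = vehicle and 100% = reference inhibitor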
NF-kB expr up – raises NF-kB expression in human neuronal cells. NF-kB reporter expression; hits give high values. fold change at 12.5 µM. 190,000 compounds, 1.6% hits. AID 1239; in the data active = fold change above about 3.3
STAT1 activator – increases IFN-gamma driven STAT1 reporter signal; NIH 3T3 STAT1-luciferase reporter, luminescence; 100% = IFN-gamma alone, no compound; activation (% of control), % at 5.5 µM; 200,000 compounds, 2.6% hits;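 active = activation above the screen-wide mean activation plus 3 SD, cut at about 130% in these data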;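 also: raw ratio to IFN-gamma control signal so 100% means no change and 0% no light; values of inactives mirror those of a sister screen read the other way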
APP 5UTR inh – APP translation inhibition; SH-SY5Y APP 5'UTR-luciferase reporter, luminescence; inhibition, % at 2 µM; 190,000 compounds, 0.82% hits;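 active = inhibition above a set limit, derived from the sample mean plus 3 SD, cut at about 45% in these data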; also: values of inactives mirror those of a sister screen read the other way
G6PDH CS – inhibits Leuconostoc G6PDH, flagging false hits in G6PDH-based assays. Purified L. mesenteroides G6PDH, diaphorase/resazurin coupled fluorescence, 45 min. inhibition, % at 5 µM. 200,000 compounds, 0.12% hits. AID 1020; in the data active = inhibition above about 50%
Diaphorase act – diaphorase activation or chemical reduction counter-screen; AID 1229; 190,000 compounds, 0.005% hits; activation factor at 20 µM; Diaphorase/resazurin coupled assay, resorufin fluorescence, 16 min; hits give high values; 1 = vehicle wells, 0 = NADH-free wells;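 active = diaphorase activity raised at least twofold by the compound at 20 µM; inactive = activation factor below 2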
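test system = bacterial diaphorase enzyme (C. kluyveri) | quantity = enzyme 0.07 U/mL final | reagent = NADH substrate 0.114 mM plus resazurin dye 0.1 mM, final | incubation = 16 min enzyme reaction, ambient temperature | buffer or medium = HEPES pH 7.4 buffer with MgCl2 and Tween 20 | signal = fluorescence of resorufin, 544 nm excitation, 590 nm emission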
FLuc inh counter – Photinus pyralis luciferase inhibition counter-screen | P08659 | ATPLite firefly luciferase biochemical luminescence, 10 min | inhibition, % at 10 µM | 200,000 compounds, 1.5% hits;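 active = inhibition above about 50% when tested at 10 µM, limit read from the data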
Target sequence (P08659 whole entry, looked up): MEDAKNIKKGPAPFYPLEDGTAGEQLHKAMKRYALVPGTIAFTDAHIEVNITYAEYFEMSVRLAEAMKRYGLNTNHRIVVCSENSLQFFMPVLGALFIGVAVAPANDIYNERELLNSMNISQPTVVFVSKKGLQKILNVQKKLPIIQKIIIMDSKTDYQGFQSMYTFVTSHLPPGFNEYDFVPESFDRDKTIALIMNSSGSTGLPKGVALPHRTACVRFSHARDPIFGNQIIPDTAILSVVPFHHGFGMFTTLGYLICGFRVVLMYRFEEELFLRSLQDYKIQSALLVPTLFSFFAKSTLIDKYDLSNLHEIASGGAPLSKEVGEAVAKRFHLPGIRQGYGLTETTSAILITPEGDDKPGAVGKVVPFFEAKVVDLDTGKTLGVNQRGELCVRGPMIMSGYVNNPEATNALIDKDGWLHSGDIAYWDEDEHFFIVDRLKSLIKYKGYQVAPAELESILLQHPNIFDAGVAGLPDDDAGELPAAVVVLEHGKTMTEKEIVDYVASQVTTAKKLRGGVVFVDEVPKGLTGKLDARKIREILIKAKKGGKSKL
APP 5'UTR act – APP 5'UTR luciferase reporter activation; SH-SY5Y APP 5'UTR luciferase reporter, luminescence; zero percent = DMSO vehicle wells; activation, % at 2 µM; 190,000 compounds, 1% hits; AID 1276;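 active = activation above a set limit, based on mean plus 3 SD of controls, cut at about 140% in these data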; also: values of inactives mirror those of a sister screen read the other way
Diaphorase inh – counter-screen for diaphorase-based assays: diaphorase inhibitors and chemical oxidizers | 190,000 compounds, 0.69% hits | inhibition, % at 20 µM | diaphorase resazurin-to-resorufin fluorescence, NADH, 16 min; bacterial (C. kluyveri) enzyme, not human;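 active = primary screen inhibition at 20 µM above a set limit, cut at about 50% in these data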;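 also: plate controls were DMSO with full reaction for no effect and wells lacking NADH for full effect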
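Assay system: diaphorase enzyme from Clostridium kluyveri; Input: enzyme working solution with 0.14 U/mL diaphorase; Timing: 16 min at room temperature; Technique: resorufin fluorescence, excitation 544 nm, emission 590 nm; Benchmarks: positive control minus NADH, DMSO neutral control.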
FLuc stim CS – firefly luciferase counter-screen for stimulation assays; 200,000 tested, under 10 active; ATPlite luciferase biochemical, luminescence, 10 min; 0 = ATP-free wells, 1 = DMSO control; activation factor at 10 µM; P08659;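 active = luciferase activation factor, scaled between plate controls, of at least 2 with compound at 10 µM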
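Assay system: Luciferase/luciferin detection reagent, cell-free biochemical luciferase assay / Also added: ATP substrate / Schedule: 10 min at ambient temperature / Measured by: luminescence measurement of luciferase light output / Benchmarks: low control with PBS replacing ATP, high control enzyme plus ATP without compound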
* marks the source's active call; other numbers are inactive results; nt = not tested or not shown.

Every second line gives: TLR4 MyD88 comp	NF-kB expr up	STAT1 activator	APP 5UTR inh	G6PDH CS	Diaphorase act	FLuc inh counter	APP 5'UTR act	Diaphorase inh	FLuc stim CS
1) CC(c1ccccc1)n1c(S(=O)(=O)O)nc2ccccc21 (stereo unspecified)
→ -4	1.1	106	0	2	0.9	-5	0	6	1
2) Clc1ccccc1-c1nc(-c2cccnc2)no1
→ 2	1.4	129*	-111	1	0.9	74*	111	8	0.3
3) CC1=C(C(=O)Nc2ccc(C)cc2C)C(c2ccc(Cl)cc2)n2nc(C(=O)OC(C)C)nc2N1 (stereo unspecified)
→ -3	0.92	105	-1	17	1	-1	1	2	1
4) COc1cc(CNCCc2ccccc2)ccc1OCC(N)=O
→ 5	1.3	103	4	2	0.9	-5	-4	8	1.1
5) COc1ccc(/C=N/N2CCN(C)CC2)c(OC)c1OC
→ 1	1.5	102	-2	3	0.9	-5	2	6	1.1
6) CCCCOc1ccc(C(=O)N/C(=C\c2cccc([N+](=O)[O-])c2)C(=O)OCCC)cc1
→ 10	1.4	110	-26	2	1	-3	26	0	1
7) COc1cc(/C=N/NC(=O)c2ccc(CSc3nncn3C)cc2)ccc1OCC(=O)N1CC(C)OC(C)C1 (stereo unspecified)
→ 6	0.77	100	-5	0	1	3	5	2	1
8) O=C1CC(NNc2ccccc2)C(=O)N1c1ccc(N2CCCCC2)cc1 (stereo unspecified)
→ -1	1.4	97	-11	4	1.1	0	11	-12	1
9) Oc1[nH]c2ccccc2c1C1=NCCCC1
→ 2	1.2	91	-7	15	0.8	0	7	20	1
10) Cc1ccc(NC(=O)/C(C#N)=C/c2cn(CC(=O)NCc3ccco3)c3ccccc23)cc1C
→ 60*	0.98	96	-3	19	0.9	-1	3	6	1
11) O=C(Nc1ccccc1)c1cccc(S(=O)(=O)N2CCCCC2)c1
→ 4	0.89	91	-10	6	1	-10	10	2	1.1
12) CC(=O)/C(C[N+]1(C)CCCCC1)=N\O
→ 16	1.2	90	0	-6	0.9	-3	0	13	1
13) OC(c1ccccn1)(c1ccccn1)c1ccccn1
→ -3	1	94	-4	26	1	5	3	-4	0.9
14) CCOC(=O)c1sc(NC(=O)CC)nc1C
→ -2	1	107	-6	9	1	-3	6	1	1
15) COc1ccc(C2(C)NC(=O)N(Cc3cc(Cl)cc4c3OCOC4)C2=O)cc1OC (stereo unspecified)
→ -6	0.76	98	-21	2	0.9	-5	21	8	1.1
16) Cc1ccc(NC(=O)Cc2ccccc2)c(C)c1
→ 6	1.1	95	-15	16	1	-6	15	-1	1.1
17) Oc1ccc(Oc2ccc3c(C(F)(F)F)cc(C(F)(F)F)nc3n2)cc1
→ -5	0.61	44	-31	16	0.9	-5	31	15	1.1
18) CC1=C(C(=O)Nc2ccccc2)C(c2cccnc2)n2nc(-c3cccnc3)nc2N1 (stereo unspecified)
→ -1	0.96	103	1	3	0.9	-1	-1	12	1
19) CC(=O)NC(Cc1ccc(C(C)C)cc1)C(=O)NC1CCN(C(=O)c2cccc(C)c2)CC1 (stereo unspecified)
→ 2	0.96	91	12	9	0.9	-7	-12	12	1.1
20) CCCCc1ccc(NC(=S)NCc2cccnc2)cc1
→ 7	0.94	101	-16	0	0.9	-2	16	5	1
21) C/C(CCc1ccco1)=N/NC(=O)CCC(=O)Nc1cccc(Cl)c1
→ 6	2	110	9	2	0.9	-9	-9	12	1.1
22) CN(C)S(=O)(=O)c1cccc(NC(=O)CN2C(=O)C3C4C=CC(C4)C3C2=O)c1 (stereo unspecified)
→ 4	0.96	100	-19	10	0.8	-6	19	16	1.1
23) CC1(C)N=C(N)N=C(N)N1c1ccc(C(=O)O)cc1
→ 11	1.2	104	-24	6	1	-5	23	4	1.1
24) CCOC(=O)C1CCCCN1Cc1cc(OC)ccc1OC (stereo unspecified)
→ -1	1.2	101	33	2	1	-5	-33	1	1.1
25) COc1ccc(OCC(=O)NC(=S)Nc2ccc(S(=O)(=O)Nc3cc(OC)nc(OC)n3)cc2)cc1
→ -2	1	105	4	1	0.8	-3	-4	20	1
26) CC(=O)N(CN1C(=O)c2ccc([N+](=O)[O-])cc2C1=O)c1ccc(F)cc1
→ -9	1.1	97	nt	25	1.1	-6	nt	-7	1.1
27) O=S(c1ccc2ccccc2c1)c1cnns1 (stereo unspecified)
→ -4	2.7	89	8	15	0.9	0	-8	9	1
28) Cc1cccc(-n2nnnc2SCC(=O)c2cc(C)n(Cc3ccco3)c2C)c1
→ -11	1	102	0	-6	0.7	-3	0	25	1
29) CC(NC(=O)c1cc2c(=O)n(C)c3ccccc3c2n1C)c1ccc2c(c1)OCCO2 (stereo unspecified)
→ -4	nt	93	-11	nt	nt	nt	11	nt	nt
30) COc1ccc(C(=O)Nc2ccc(S(=O)(=O)Nc3ncccn3)cc2)cc1OC
→ -11	1.1	97	6	6	1	-7	-6	-2	1.1
31) CCOC(=O)c1cccc(S(=O)(=O)N2CCOCC2)c1
→ -11	1	106	-9	6	1.2	-6	9	-16	1.1
32) COc1ccc(C(=O)NC(=S)Nc2ccc(N3CCCC3)cc2)cc1
→ -3	1	100	0	2	1	0	0	5	1
33) COCCNC(=O)Cn1c(=O)n(CCCCCC(=O)Nc2ccccc2)c(=O)c2sccc21
→ -18	1.1	102	5	32	0.9	7	-5	11	0.9
34) COC(=O)c1cccc(Nc2ncnc3ccc(C)cc23)c1
→ -1	0.72	98	-8	1	0.9	-1	7	5	1
35) COc1ccc(NS(=O)(=O)c2cccc(NC(=O)CCS(=O)(=O)c3ccccc3)c2)cc1
→ -2	0.85	93	11	10	0.8	-7	-11	18	1.1
36) N#Cc1c(Sc2ncc(C(F)(F)F)cc2Cl)nsc1C/C=N\OCc1ccccc1Br
→ 6	0.85	100	-28	2	1	-3	28	0	1
37) CC1(C)Cc2nc(NC3CCCCC3)c(C#N)cc2CO1
→ 13	1	91	6	9	1.2	-3	-6	-19	1
38) CCCCc1noc2c1/C(=N\O)CC(c1ccccc1)C2 (stereo unspecified)
→ -10	1.6	114	-34	-8	1	-8	34	-4	1.1
39) O=C(N=Nc1c(O)[nH]c2ccc([N+](=O)[O-])cc12)c1cc(-c2ccccc2Cl)nc2ccccc12
→ 5	0.84	104	7	-11	0.9	-8	-7	6	1.1
40) COc1ccc(C2CC(C(F)(F)F)n3nc(C(=O)Nc4ccc5c(c4)OCO5)cc3N2)cc1 (stereo unspecified)
→ -1	1.1	99	-4	2	0.8	-4	4	16	1
41) CCc1ccc(C(=O)NC(=S)Nc2ccc(N3CCOCC3)cc2)cc1
→ 2	1.1	105	0	-3	0.6	-5	0	42	1
42) O=C(NCc1ccco1)C(=O)NCC1OCCN1S(=O)(=O)c1ccc(F)cc1 (stereo unspecified)
→ -1	1.2	103	10	17	0.8	-12	-10	17	1.1
43) O=C(CSc1nnc(-c2cccs2)o1)N1CCCc2ccccc21
→ -1	1.4	105	-9	4	0.9	-5	9	12	1.1
44) COc1cc(C2C(C(=O)OC(C)C)=C(C)Nc3[nH]c(=O)[nH]c(=O)c32)ccc1O (stereo unspecified)
→ 2	1.2	99	-3	1	0.8	-4	3	21	1
45) CCCn1c(SCC(=O)N2c3ccccc3Sc3ccccc32)nc2c1c(=O)n(C)c(=O)n2C
→ -6	0.45	94	-1	1	0.8	-7	1	16	1.1
46) C#CCOCCOCCOCCNc1nc(N2CCN(C(=O)C(Cc3ccc(O)cc3)n3cc(C(N)CC(C)C)nn3)CC2)nc(N2CCN(C(=O)C(Cc3cc4ccccc4[nH]3)n3cc(C(N)Cc4ccc(O)cc4)nn3)CC2)n1 (stereo unspecified)
→ -6	1.2	111	2	7	1.5	-9	-2	-45	1.1
47) CCOC(=O)C1CCN(CC(=O)N(CC(C)C)c2c(N)n(CC(C)C)c(=O)[nH]c2=O)CC1
→ -28	1.2	100	1	6	1	6	-1	4	0.9
48) CCCCOc1ccc(C(=O)OCC(=O)Nc2cc(C)c(C)cc2[N+](=O)[O-])cc1
→ 8	0.96	95	2	1	1	-5	-1	4	1.1
49) CC(C)C(NC(=O)OCc1ccccc1)C(=O)N1CCOCCOCCOCC1 (stereo unspecified)
→ 1	1	91	14	5	0.9	-7	-14	13	1.1
50) Cc1ccc(S(=O)(=O)Oc2ccc(/C=N/NC(=O)c3c(Cl)cnn3C)cc2)cc1
→ 7	1.2	104	5	8	0.8	-1	-5	19	1
51) Cc1cc(/C=C2/SC(=O)NC2=O)c(C)n1-c1ccc(N2CCOCC2)cc1
→ 2	0.95	114	4	15	0.9	-4	-4	11	1
52) CC1(C)CC(=O)C2=C(C1)N(c1ccc(F)cc1)C(=O)C2(NC(=O)c1ccccc1F)C(F)(F)F (stereo unspecified)
→ -2	1.2	92	8	7	0.9	-7	-8	11	1.1
53) Cc1cc(OCc2nc(-c3ccncc3)no2)cc(C)c1Cl
→ -6	1.1	105	-1	10	nt	-7	1	nt	1.1

Molecules above that contain an aryl methoxy group, in the order listed:
Every second line gives: TLR4 MyD88 comp	NF-kB expr up	STAT1 activator	APP 5UTR inh	G6PDH CS	Diaphorase act	FLuc inh counter	APP 5'UTR act	Diaphorase inh	FLuc stim CS
4) COc1cc(CNCCc2ccccc2)ccc1OCC(N)=O
→ 5	1.3	103	4	2	0.9	-5	-4	8	1.1
5) COc1ccc(/C=N/N2CCN(C)CC2)c(OC)c1OC
→ 1	1.5	102	-2	3	0.9	-5	2	6	1.1
7) COc1cc(/C=N/NC(=O)c2ccc(CSc3nncn3C)cc2)ccc1OCC(=O)N1CC(C)OC(C)C1 (stereo unspecified)
→ 6	0.77	100	-5	0	1	3	5	2	1
15) COc1ccc(C2(C)NC(=O)N(Cc3cc(Cl)cc4c3OCOC4)C2=O)cc1OC (stereo unspecified)
→ -6	0.76	98	-21	2	0.9	-5	21	8	1.1
24) CCOC(=O)C1CCCCN1Cc1cc(OC)ccc1OC (stereo unspecified)
→ -1	1.2	101	33	2	1	-5	-33	1	1.1
25) COc1ccc(OCC(=O)NC(=S)Nc2ccc(S(=O)(=O)Nc3cc(OC)nc(OC)n3)cc2)cc1
→ -2	1	105	4	1	0.8	-3	-4	20	1
30) COc1ccc(C(=O)Nc2ccc(S(=O)(=O)Nc3ncccn3)cc2)cc1OC
→ -11	1.1	97	6	6	1	-7	-6	-2	1.1
32) COc1ccc(C(=O)NC(=S)Nc2ccc(N3CCCC3)cc2)cc1
→ -3	1	100	0	2	1	0	0	5	1
35) COc1ccc(NS(=O)(=O)c2cccc(NC(=O)CCS(=O)(=O)c3ccccc3)c2)cc1
→ -2	0.85	93	11	10	0.8	-7	-11	18	1.1
40) COc1ccc(C2CC(C(F)(F)F)n3nc(C(=O)Nc4ccc5c(c4)OCO5)cc3N2)cc1 (stereo unspecified)
→ -1	1.1	99	-4	2	0.8	-4	4	16	1
44) COc1cc(C2C(C(=O)OC(C)C)=C(C)Nc3[nH]c(=O)[nH]c(=O)c32)ccc1O (stereo unspecified)
→ 2	1.2	99	-3	1	0.8	-4	3	21	1

From PubChem
